TRPC4 agonist – activators of mouse TRPC4 channel; HEK293 TRPC4beta/mu-opioid, Fluo4 calcium fluorescence; hits give high values; Q9QUQ5; AID 2237; 310,000 compounds, 0.49% hits; B-score at 10 µM;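 active means B-score above 5 SD of library B-scores, and initial fluorescence ratio not above library mean plus 5 SD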;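 further: positive B-score marks a calcium rise read as TRPC4 activation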
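Incubation: 45 min room-temperature Fluo4 loading, 110 s read / System: HEK293 cells stably co-expressing mouse TRPC4beta and mu-opioid receptor / Signal: Fluo4 fluorescence, kinetic / Control set: buffer (low) and maximal DAMGO (high) / Measure: integrated baseline-normalised fluorescence ratio, converted to per-well B score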
TRPC6 act – mouse TRPC6 channel activation | Q61143 | HEK293-TRPC6 membrane potential dye fluorescence; hits give high values | B-score at 10 µM | 310,000 compounds, 0.13% hits | AID 2550;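 active means B-score of the integrated fluorescence ratio above library mean plus 3 SD, and starting fluorescence ratio within library mean plus 5 SD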;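 further: higher score means more depolarization so channel activation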
Target sequence (Q61143 whole entry, looked up): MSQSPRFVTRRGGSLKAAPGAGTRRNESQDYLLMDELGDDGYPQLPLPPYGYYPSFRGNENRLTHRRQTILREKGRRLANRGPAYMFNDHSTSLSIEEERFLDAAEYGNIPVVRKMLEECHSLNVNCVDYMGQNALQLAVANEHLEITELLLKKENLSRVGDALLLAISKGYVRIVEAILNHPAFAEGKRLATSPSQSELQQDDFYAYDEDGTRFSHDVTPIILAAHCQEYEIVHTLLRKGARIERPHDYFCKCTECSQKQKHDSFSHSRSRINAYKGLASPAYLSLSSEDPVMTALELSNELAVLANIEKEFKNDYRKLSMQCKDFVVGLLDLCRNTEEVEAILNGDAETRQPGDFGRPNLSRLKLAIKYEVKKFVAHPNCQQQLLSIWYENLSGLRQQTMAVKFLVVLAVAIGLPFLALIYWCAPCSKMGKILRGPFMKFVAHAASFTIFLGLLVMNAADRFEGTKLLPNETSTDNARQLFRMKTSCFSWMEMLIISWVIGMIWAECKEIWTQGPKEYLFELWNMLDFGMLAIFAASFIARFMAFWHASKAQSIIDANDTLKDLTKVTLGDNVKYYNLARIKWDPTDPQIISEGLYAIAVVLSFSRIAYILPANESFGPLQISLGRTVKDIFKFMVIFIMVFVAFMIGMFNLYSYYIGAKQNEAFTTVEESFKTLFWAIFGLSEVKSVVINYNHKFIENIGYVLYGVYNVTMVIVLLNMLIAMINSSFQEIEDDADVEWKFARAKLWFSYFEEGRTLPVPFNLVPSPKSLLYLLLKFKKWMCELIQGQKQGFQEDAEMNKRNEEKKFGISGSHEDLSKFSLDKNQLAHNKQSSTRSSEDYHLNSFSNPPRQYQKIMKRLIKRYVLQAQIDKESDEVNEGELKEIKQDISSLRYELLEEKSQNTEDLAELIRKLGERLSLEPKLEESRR
TRPC4 inh – TRPC4 (mouse) channel inhibition; HEK293 TRPC4beta/mu-opioid, DAMGO-evoked Fluo4 calcium flux; hits give low values; B-score at 10 µM; 300,000 compounds, 0.39% hits; AID 2247; Q9QUQ5;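 active means B-score over 3 SD under the library average, no early fluorescence shift, positive overall ratio signal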
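Assay system – HEK293 line stably carrying TRPC4beta and mu-opioid receptor · Doses – single dose · Detection – Fluo4 calcium-dye fluorescence, kinetic read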
HIF activator – HIF pathway transcriptional activation. U2OS HRE-luciferase reporter, luminescence; normalized: DMSO 0%, desferrioxamine 100%. activation, % at 7.5 µM (by protocol). 300,000 compounds, 0.32% hits. AID 1910;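 active means mean activation of at least 10% of the iron chelator positive control signal, with at least half of replicates also reaching 10%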
TRPC6 inhibitor – blocks the mouse TRPC6 cation channel; 310,000 compounds, 1.1% hits; HEK293-TRPC6, membrane potential dye, ACh-evoked depolarization; hits give low values; Q61143; B-score at 10 µM;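 active means B-score under library mean minus 3 SD, initial fluorescence not abnormally high, positive integrated signal ratio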;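 further: B-score derived from integrated fluorescence ratio over the kinetic read; more negative B-score means stronger inhibition of depolarization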
SKKanGAS inh – blocks kanamycin growth of S. pyogenes SKKanGAS strain | BacTiter-Glo, 6 h | inhibition, % at 7.5 µM | 300,000 compounds, 1.3% hits | AID 1662;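 active means mean replicate score, as percent of positive control median, at least 50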;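 further: strain carries kanamycin resistance gene driven by streptokinase promoter and grows in 40 µg/ml kanamycin; loss of luminescence reflects streptokinase promoter inhibition or plain growth inhibition; 0% = median of DMSO wells and 100% = positive control at its reference dose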
MrgX1 antagonist – human MrgX1 receptor antagonism, primary screen; MRGX1-HEK293 calcium flux, Fluo-4, BAM8-22 antagonism; hits give low values; B-score at 10 µM; 310,000 compounds, 1.3% hits; AID 588676;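 active means calcium-response B-score plate-corrected more than 3 library SD below zero, starting fluorescence within 5 deviations, no agonist response on first addition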;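 further: peak minus trough fluorescence over baseline after final BAM8-22 challenge near maximal dose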
IEC-6 tox – IEC-6 cytotoxicity, counter-screen for KLF5 inhibitors | luminescence viability | inhibition, % at 5 µM | 290,000 compounds, 0.78% hits | AID 1825; in the data active means inhibition above about 22%;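 further: 0% = plate median of test compound wells and 100% = cytotoxic reference compound wells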
aSyn 5UTR inh – 5' untranslated region of α-synuclein, MLPCN primary screen | inhibition, % (tested at 7.5 µM) | 300,000 compounds, 0.82% hits | AID 1813 | alpha-synuclein 5'UTR reporter, inhibitor activity; in the data active means inhibition above about 60%;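 further: H4 neuroglioblastoma cells stably carrying SNCA 5'UTR luciferase fusion; 0% = DMSO wells and 100% = positive control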
KLF5 inhibitor – suppresses KLF5 promoter-driven expression. DLD-1 KLF5 promoter-luciferase reporter, luminescence. inhibition, % at 5 µM. 290,000 compounds, 0.23% hits;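 active means inhibition above a per-plate limit of that plate's mean compound inhibition plus 3 SD, cut at about 60% in these data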;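 further: 0% = DMSO wells and 100% = LY294002 at 200 µM; higher means less KLF5 promoter-driven luciferase light; inactives centre near -14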
TRPC4 PAM – allosteric potentiators of mouse TRPC4 channel. Q9QUQ5. HEK293 TRPC4beta/mu-opioid, DAMGO EC20, Fluo-4 Ca2+ flux; hits give high values. B-score at 10 µM. 310,000 compounds, 0.42% hits. AID 2227;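 active means B-score of calcium response area above 5 SD of library B-scores, with initial fluorescence ratio within 5 SD of library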;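 further: B-score of integrated fluorescence ratio over time as area under calcium response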
* hit, by the source's call; i = inactive; . = no result given.

#	mol	IEC-6 tox	TRPC6 act	MrgX1 antagonist	TRPC6 inhibitor	SKKanGAS inh	KLF5 inhibitor	TRPC4 PAM	TRPC4 agonist	HIF activator	aSyn 5UTR inh	TRPC4 inh
1	O=C1NN(c2ccccc2)C(=O)/C1=C/c1ccc(-c2ccc(Cl)c(C(=O)O)c2)o1	-2	i	.	i	-10	-10	i	i	-0.6	2	i
2	COc1ccc(C)cc1N(CC(=O)N1CCCCCC1)S(C)(=O)=O	-5	i	i	i	-1	4	i	i	-0.2	-1	i
3	O=C(NCc1n[nH]c(=S)n1-c1ccc(Br)cc1)c1ccc(S(=O)(=O)N2CCOCC2)cc1	0	i	i	i	-6	-9	i	i	0.4	-11	i
4	Cc1cc(C(=O)OCC(=O)N2CCN(C(=O)c3ccco3)CC2)c(C)n1-c1ccc(F)cc1	-2	i	i	i	-10	-11	i	i	-1.0	-4	i
5	O=C(NCCCC(=O)N1CCOCC1)c1cccnc1	3	i	i	i	8	-13	i	i	0.2	6	i
6	NC(=O)CC(NC(=O)c1cccc(Br)c1)c1ccc(NC2CCN(Cc3ccccc3)CC2)c([N+](=O)[O-])c1 (stereo not drawn)	-3	i	i	i	11	2	i	i	-0.6	9	i
7	CCC(=O)Nc1cc(C(=O)O)ccc1S(=O)(=O)c1ccc(C)cc1	-18	i	i	i	-6	-21	i	i	-0.6	7	i
8	O=C(Oc1cccc(N2C(=O)CCC2=O)c1)C1CC(=O)N(c2ccc(Br)cc2)C1 (stereo not drawn)	-1	i	i	i	5	-12	i	i	0.1	10	i
9	CCn1c(SCC(=O)Nc2nc(C)c(C(=O)OC)s2)nnc1C(C)C	-7	i	i	i	-1	-17	i	i	0.2	-1	i
10	O=C1c2ccccc2C2(c3ccc(F)cc3)NCCN12 (stereo not drawn)	4	i	i	i	11	-17	i	i	-0.6	6	i
11	Cc1cc(N2CCCC2=O)cc(C)c1S(N)(=O)=O	-7	i	i	i	4	6	i	i	.	20	i
12	COc1cc(NC(=O)CSc2nc3c(c(=O)n(C)c(=O)n3C)n2C)cc(OC)c1	7	i	i	i	17	-27	i	i	-0.2	25	i
13	NC(=O)CSc1nnc(Cn2cnc3ccccc32)o1	3	i	i	i	-6	17	i	i	0.2	9	i
14	Nc1nc(Sc2ncccc2[N+](=O)[O-])n[nH]1	2	i	i	i	18	-25	i	i	-0.1	-10	i
15	O=C(O)c1ccc(COc2ccc3ccccc3c2/C=C2/NC(=O)N(c3ccccc3)C2=O)cc1	-5	i	i	i	43	-15	i	i	0.2	-25	i
16	COc1cccc2sc(N3CCN(C(=O)c4ccco4)CC3)nc12	.	i	i	i	-3	.	i	i	0.5	-8	i
17	O=C(COC(=O)C12CC3CC(CC(C3)C1)C2)NCc1ccco1	-3	i	i	i	4	-4	i	i	-17	2	i
18	O=C(COc1ccc(Br)cc1Br)NNC(=O)c1cccs1	-9	i	i	i	-5	-53	i	i	1.9	-57	i
19	Cc1cccc(OCC(=O)Nc2ccccc2F)c1	-2	i	i	i	5	-23	i	i	1.3	-140	i
20	CN(CCN1CCOCC1)C(=O)CC1C(=O)NCCN1Cc1ccccc1F (stereo not drawn)	-5	i	-8.6*	i	9	-44	i	i	-0.6	-3	i
21	CC1=C(C(=O)OCC(C)C)C(c2cccs2)NC(=S)N1 (stereo not drawn)	6	i	i	i	2	-3	i	i	-3.3	5	i
22	C[C@H](NS(=O)(=O)c1ccc(Cl)cc1)C(=O)OCC(=O)NC(=O)Nc1ccc2c(c1)OCCO2	-1	i	i	i	20	-31	i	i	3.4	-32	i
23	O=C(CCCN1CCc2[nH]c3ccc(F)cc3c2C1)c1ccc(F)cc1	4	i	i	i	-4	5	i	i	3.1	10	i
24	COc1cc2c(cc1O)C(SC)=NC(C)(C)C2	4	i	-5.9*	i	9	16	i	i	0.5	-7	i
25	Fc1ccccc1C1CCN(Cc2nc(COc3ccccc3)no2)C1 (stereo not drawn)	-4	i	i	i	4	-20	i	i	-0.3	1	i
26	COc1ccc(N2CCN(C(=O)c3ccc(CS(=O)Cc4ccc(Cl)cc4)o3)CC2)cc1 (stereo not drawn)	-2	i	i	i	1	1	i	i	-0.1	4	i
27	c1cncc(-c2nc(NCCCn3ccnc3)c3ccccc3n2)c1	-2	i	i	i	0	-49	i	i	1.0	-66	i
28	CC(=O)Nc1ccc(NC(=O)C/C(C)=N/NC(=O)c2cccc3ccccc23)cc1	18	i	i	i	0	-39	i	i	-0.1	-9	i
29	COCC(=O)Nc1nc2n(n1)C(c1ccc(OC)cc1)CC(c1ccc(OC)cc1)N2 (stereo not drawn)	-4	i	.	i	1	-20	i	i	0.1	5	i
30	COC(=O)CCC(=O)Nc1ccc(Br)cc1	-6	i	i	i	-1	2	i	i	-0.1	9	i

Other compounds follow:
#	mol	IEC-6 tox	TRPC6 act	MrgX1 antagonist	TRPC6 inhibitor	SKKanGAS inh	KLF5 inhibitor	TRPC4 PAM	TRPC4 agonist	HIF activator	aSyn 5UTR inh	TRPC4 inh
31	CC1=C(C)CS(=O)N(S(=O)(=O)c2ccccc2)C1 (stereo not drawn)	-1	i	i	i	6	-14	i	i	0.2	-14	i
32	COc1ccc(-n2nc(C(=O)NCC(=O)N3CCCC(C)C3)c3ccccc3c2=O)cc1 (stereo not drawn)	4	i	i	i	-4	-44	i	i	0.3	-20	i
33	Cc1ccc(C(=O)CC(SCC(=O)O)c2ccc([N+](=O)[O-])cc2)cc1 (stereo not drawn)	-2	i	i	i	2	8	i	i	0.1	-49	i
34	CCN(CC)C(=O)COC(=O)c1cc(-c2ccc(OC)cc2)nc2ccccc12	3	i	i	i	7	-34	i	i	0.4	-30	i
35	O=C(/C=C/c1ccccc1[N+](=O)[O-])N1CCCCC1	10	i	i	i	2	-10	i	i	0.3	-6	i
36	Nc1nnc(-c2ccccc2F)s1	0	i	i	i	3	-37	i	i	0.5	-45	i
37	CCCNc1ccc(C(=O)OCC)cc1[N+](=O)[O-]	4	i	i	i	-3	-2	i	i	3.0	-83	i
38	O=C(Nc1ccccc1)c1ccccc1NC(=O)C(F)(F)F	1	i	i	i	-11	-50	i	i	1.4	-86	i
39	Cc1c([N+](=O)[O-])cc(C(=O)NCc2ccc(F)cc2)cc1[N+](=O)[O-]	-1	i	i	i	4	-7	i	i	-0.4	7	i
40	CC(C(=O)Nc1ccc(F)c(F)c1)N1CCN(C)CC1 (stereo not drawn)	4	i	i	i	1	-26	i	i	0.4	4	i
41	COC(=O)c1sccc1NC(=O)COc1cccc(C)c1	6	i	i	i	-2	-18	i	i	0.0	-11	i
42	Cc1nn(C(C)C(=O)NC2CCCCCC2)c(=O)c2nn(-c3ccccc3)c(C)c12 (stereo not drawn)	-4	i	i	i	-5	-43	i	i	0.4	1	i
43	CCN(CC)Cc1oc(-c2ccccc2)cc1C(=O)O	5	i	i	i	0	18	i	i	0.0	-15	i
44	Clc1ccc2nc(CN3CCCCC3)cn2c1	1	i	i	i	0	-37	i	i	-0.3	-17	i
45	N#C/C(=C\c1ccc(O)cc1)C(=O)NCc1cccc(Cl)c1	0	i	i	i	4	-17	i	i	0.5	6	i
46	CCN(CC)P(=O)(Nc1ccc([N+](=O)[O-])cc1)c1c(C)nn(CCC#N)c1NC(=O)c1ccc(Cl)cc1 (stereo not drawn)	1	i	i	i	-4	-27	i	i	0.6	4	i
47	COc1ccc(/C=N/NC(=O)c2ccccc2NC(=O)c2ccco2)c(OC)c1	-3	i	i	i	8	-1	i	i	0.5	-3	i
48	COc1cc([N+](=O)[O-])ccc1NC(=O)NCc1cccnc1	6	i	i	i	0	-46	i	i	-0.4	-1	i
49	O=C(Nc1ccc(Oc2ccc(C(=O)O)c(C(=O)O)c2)cc1)c1cccs1	3	i	i	i	6	-18	i	i	-0.4	-29	i
50	CC(C)CNS(=O)(=O)c1ccc(CCC(=O)N2CCN(c3ccccc3)CC2)cc1	-7	i	i	i	-12	-24	i	i	-0.5	-13	i
51	CCOC(=O)C1C(=O)NC(N2CCN(Cc3ccccc3)CC2)=NC1c1ccccc1 (stereo not drawn)	-1	i	i	i	-2	-15	i	i	0.0	5	i
52	O=C(c1ccc(N2CCCC2=O)cc1)N1CCCCCC1	-1	i	i	i	-1	-19	i	i	-0.4	7	i
53	N#Cc1nc(-c2cccs2)oc1NCc1ccc2c(c1)OCO2	9	i	i	i	-3	-16	i	i	.	.	i
54	CCN(CC(=O)Nc1ccc(NC(C)=O)cc1)c1ccc(C(F)(F)F)cn1	5	i	i	i	-2	-1	i	i	-0.3	-30	i
55	O=C(O)c1cccc(S(=O)(=O)N2CCN(c3ccccn3)CC2)c1	1	i	i	i	-2	-32	i	i	-3.0	11	i
56	Nc1nc(SCC(=O)Nc2ccc(Oc3ccccc3)cc2)n[nH]1	3	i	i	i	1	-17	i	i	-0.5	31	i
57	COc1ccc(C(=O)N(Cc2nc(-c3ccc(C)cc3)no2)C2CCCCC2)cc1OC	-2	i	i	i	9	5	i	i	-0.3	-15	i
58	CCOC(=O)Cn1nc(C)c(NC(=O)COc2ccccc2[N+](=O)[O-])c1C	4	i	i	i	-2	-9	i	i	-0.5	-1	i
59	CC(C)CNc1nc(N)c([N+](=O)[O-])c(NC2CCCCC2)n1	-6	i	i	i	9	-26	i	i	0.5	47	i
60	CC(=O)Oc1ccc(C(=O)[C@H]2[C@H]3C(=O)N(c4ccc5ccccc5c4)C(=O)[C@H]3[C@@H]3C=CC=NN32)cc1	0	i	i	i	4	-12	i	i	1.5	-30	i

Next section:
#	mol	IEC-6 tox	TRPC6 act	MrgX1 antagonist	TRPC6 inhibitor	SKKanGAS inh	KLF5 inhibitor	TRPC4 PAM	TRPC4 agonist	HIF activator	aSyn 5UTR inh	TRPC4 inh
61	Cc1cccc(NC(=O)c2cnc3n(c2=O)CCS3)c1	-5	i	i	i	-7	-78	i	i	.	.	i
62	C=CCSc1nnc(-c2c[nH]c3ccccc23)n1CCOC	-11	i	i	i	4	3	i	i	-0.6	11	i
63	COc1ccc(COC[C@H](C)[C@H](O)[C@@H](C)[C@H]2OC(=O)[C@@H]2C)cc1	.	i	i	i	5	.	i	i	1.9	1	i
64	CCOc1ccccc1CN1CCN(Cc2cn(C)nc2-c2ccccc2)CC1CCO (stereo not drawn)	4	i	i	i	-6	-2	i	i	0.6	-10	i
65	CN(C)CCCn1c2c(c(SCC(=O)Nc3ccc4c(c3)OCO4)nc1=O)CCC2	.	i	i	i	-7	.	i	i	0.0	-7	i
66	O=C(NC1CCCCCC1)C1c2ccccc2C(=O)N1CCCN1CCOCC1 (stereo not drawn)	-2	i	i	i	7	27	i	i	-0.2	-12	i

Screens from PubChem BioAssay.
